Screening data (PubChem BioAssay)
ELG1 DNA repair = ELG1-dependent DNA repair inhibition | HEK293T ELG1-luciferase reporter, luminescence, 16 h; DNA damage induced by 5-fluorouridine | Potency, µM (titrated, usually from 46.1 µM), for the others: top-dose activity change, negative = inhibition, most hits filed as inhibitors | actives 2.3% (n = 330,000) | AID 504467; also: potency is read from the fitted curve at half-maximal effect; % is scaled to controls: 0 for no effect and ±100 for the full control effect; nearly all actives have a fitted effect of over 55% in size
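HEK293T cells expressing luciferase-tagged ELG1 (2,000/well) received 5-Fluorouridine plus compound or DMSO for 16 hr at 37 °C. Luciferase was read by ONE-Glo luminescence after 30 min at room temperature.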
RORgamma inh = blocks mouse ROR gamma transcriptional activity; P51450; Drosophila S2 Gal4-RORgamma UAS-luciferase reporter, 20 h; Potency, µM (highest dose often 53.6 µM), for inactives: at the highest dose activity change, negative = inhibition, actives largely listed as inhibitors; actives 5.4% (n = 310,000); AID 2551; also: potency is read from the fitted curve at half-maximal effect; % is scaled to controls: 0 for no effect and ±100 for the full control effect; nearly all actives have a fitted effect of over 60% in size
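Drosophila S2 cells stably expressing Gal4-DBD/mouse RORγ fusion under metallothionein promoter plus UAS-luciferase; compound 1 h, then 700 uM CuSO4 induction for 20 h at ambient temperature; inhibition read as reduced luminescence.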
MBNL1-CUG inh = inhibitors of human MBNL1 binding to CUG repeat RNA | AID 2675 | actives 0.036% (n = 280,000) | TR-FRET MBNL1-His/biotin-(CUG)12 binding, 665/545 ratio | Potency, µM (doses to about 57.5 µM), for inactives: top-dose activity change, negative = inhibition, usual class: inhibitors | Q9NR56; active = well fitted inhibition curve with a large enough effect in the signal ratio, with a control signal flat, not every such curve was filed as active; inconclusive = small, poorly fitted or top-dose-only effect, or effect the other way, or a change in a side signal; inactive = no such curve, though single readings can be large or run the other way; the % refers to the signal ratio; also: potency is read from the fitted curve at half-maximal effect; % is scaled to controls: 0 for no effect and ±100 for the full control effect
Target sequence (Q9NR56 whole entry, looked up): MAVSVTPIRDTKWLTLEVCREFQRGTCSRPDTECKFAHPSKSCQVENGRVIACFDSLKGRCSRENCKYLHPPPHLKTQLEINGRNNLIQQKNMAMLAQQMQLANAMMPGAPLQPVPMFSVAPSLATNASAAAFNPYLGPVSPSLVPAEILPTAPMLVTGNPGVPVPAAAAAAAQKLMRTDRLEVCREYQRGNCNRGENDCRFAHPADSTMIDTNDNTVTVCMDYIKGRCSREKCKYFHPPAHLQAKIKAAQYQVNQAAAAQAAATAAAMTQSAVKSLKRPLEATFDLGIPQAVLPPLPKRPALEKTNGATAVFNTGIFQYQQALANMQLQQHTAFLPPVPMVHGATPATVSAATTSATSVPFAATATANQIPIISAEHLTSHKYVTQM
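Ratiometric TR-FRET (665 over 545 nm, excitation 340 nm) tracks disruption of MBNL1-His/biotin-(CUG)12 complex after 60 min at room temperature, with compounds at 92 nM to 58 uM final.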
Gal4-VP16 FLuc = inhibits Gal4-VP16 luciferase reporter, ROR gamma counter-screen | Drosophila S2 Gal4-VP16 UAS-luciferase, luminescence, 20 h | Potency, µM (series often up to 53.6 µM), for the others: at the top dose activity, negative = inhibition, hits mostly inhibitors | actives 3.5% (n = 310,000) | AID 2546;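 also: Gal4-VP16 expression switched on by copper sulfate through the metallothionein promoter; potency is read from the fitted curve at half-maximal effect; % is scaled to controls: 0 for no effect and ±100 for the full control effect; nearly all actives have a fitted effect of over 50% in size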
Rab9 prom act = activators of Rab9 promoter | Huh7 Rab9 promoter-luciferase reporter, luminescence, 24 h | Potency, µM (highest dose often 9.22 µM), without a hit: at the highest dose activation, negative = inhibition, usual class: activators | actives 2.8% (n = 320,000) | AID 485297; also: potency is read from the fitted curve at half-maximal effect; % of control where 0% means no effect; nearly all actives have a fitted effect of over 60% in size
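Quantitative HTS format; Huh7 Rab9-luciferase reporter cells (1500/well) receive compound 2 h post-plating, incubate 24 h at 37 °C, then get luciferase reagent for 10 min before luminescence reading.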
Menin-MLL TR inh = menin-MLL binding inhibition, Texas Red mutant peptide. Menin + Texas Red MLL mutant peptide, fluorescence polarization. Potency, µM (highest dose often 61.6 µM), inactives show top-dose FP activity change, negative = inhibition, most hits filed as inhibitors. actives 0.23% (n = 270,000); active = well fitted inhibition curve with a large enough effect in the polarisation, with a control signal flat, not every such curve was filed as active; inconclusive = small, poorly fitted or top-dose-only effect, or effect the other way, or a change in a side signal; inactive = no such curve, though single readings can be large or run the other way; the % refers to the polarisation; also: potency is read from the fitted curve at half-maximal effect; % of control where 0% means no effect; many of its hits are not listed in these tables
Mito fusion act = blocks mitochondrial division or promotes mitochondrial fusion. S. cerevisiae fusion-defective mutant growth rescue, CellTiterGlo 48 h. Potency, µM (doses to about 46.1 µM), for inactives: top-dose growth rescue (activation), most hits filed as activators. actives 0.23% (n = 320,000). AID 485298;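 also: potency is read from the fitted curve at half-maximal effect; % of control where 0% means no effect; nearly all actives have a fitted effect of over 45% in size; temperature-sensitive fusion mutants such as fzo1-1 at 37 °C on non-fermentable ethanol glycerol medium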
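Read-out: ATP-based luminescence (CellTiterGlo, 10 min ambient) reporting growth of fusion-defective ts yeast after 48 hours at 37C on glycerol/ethanol YPEG medium in the presence of compound.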
NPC1 prom act = NPC1 promoter activation; Potency, µM (series often up to 9.22 µM), without a hit: top-dose activation, most hits filed as activators; Huh7 NPC1 promoter luciferase reporter, 24 h; actives 2.4% (n = 320,000);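 also: potency is read from the fitted curve at half-maximal effect; % of control where 0% means no effect; nearly all actives have a fitted effect of over 60% in size; reporter is driven by a mutant NPC1 promoter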
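Stable NPC1-promoter luciferase Huh7 line; cpd (DMSO) 24 h, 37 °C, 5% CO2; Amplite luciferase reagent 10 min RT; luminescence readout. qHTS format.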
PKM2 act = PKM2 (human) enzyme activation | purified PKM2, Kinase-Glo ATP luminescence, activation; response scale: 0% is enzyme alone, no compound | actives 0.34% (n = 260,000) | P14618 | AID 1631 | Potency, µM (top dose mostly 57.5 µM), inactives show top-dose activation, hits mostly activators; also: potency is read from the fitted curve at half-maximal effect; % is scaled to controls: 0 for no effect and ±100 for the full control effect; nearly all actives have a fitted effect of over 55% in size
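Purified hPK-M2 (>95%) run at intermediate activity with 0.1 mM ADP and 0.5 mM PEP in 50 mM imidazole pH 7.2, KCl, MgCl2; 1 h room temperature. ATP formed read by Kinase-Glo luminescence; normalized to uninhibited and no-enzyme controls.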
FLuc counter = counter-screen for miR-21 project: firefly luciferase inhibitors or activators. actives 6.9% (n = 360,000). P08659. Potency, µM (highest dose often 57.5 µM), for inactives: at the highest dose activity change, negative = inhibition, most hits filed as inhibitors. AID 588342. purified FLuc, Km substrates, luminescence inhibition;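 also: potency is read from the fitted curve at half-maximal effect; plate controls were vehicle for no effect and reference inhibitor for full effect; nearly all actives have a fitted effect of over 55% in size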
Target sequence (P08659 whole entry, looked up): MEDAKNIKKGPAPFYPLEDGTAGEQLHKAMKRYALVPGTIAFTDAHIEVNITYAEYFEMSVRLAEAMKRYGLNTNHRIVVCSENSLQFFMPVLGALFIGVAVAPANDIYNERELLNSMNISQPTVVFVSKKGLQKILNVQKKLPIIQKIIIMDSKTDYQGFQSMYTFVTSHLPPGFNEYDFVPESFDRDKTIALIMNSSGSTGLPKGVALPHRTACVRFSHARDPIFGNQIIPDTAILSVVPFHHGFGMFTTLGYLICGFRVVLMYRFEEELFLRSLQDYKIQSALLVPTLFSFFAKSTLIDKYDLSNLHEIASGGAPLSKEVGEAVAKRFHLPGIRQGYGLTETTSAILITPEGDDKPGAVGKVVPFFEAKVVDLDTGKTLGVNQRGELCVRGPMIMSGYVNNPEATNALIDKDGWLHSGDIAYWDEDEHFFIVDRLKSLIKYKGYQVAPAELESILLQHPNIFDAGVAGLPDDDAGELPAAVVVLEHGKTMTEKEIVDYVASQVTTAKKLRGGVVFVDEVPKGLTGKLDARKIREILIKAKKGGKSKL
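Biochemical qHTS of compounds, final roughly 60 µM downward over six points, against 10 nM purified firefly luciferase using Km concentrations of substrates (10 uM D-luciferin, 10 uM ATP) in Tris acetate pH 7.5 buffer; luminescence output.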
KCNH2 3.1 inh = KCNH2 3.1 (human) potassium channel inhibition. U2OS KCNH2 3.1, thallium flux FluxOr; active compounds read low. activity change, % (tested at about 1.8 µM). actives 0.95% (n = 340,000);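 active = maximum activity change below -70%; inconclusive = maximum activity change from -70% to -50%; inactive = maximum activity change above -50%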;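 also: thallium influx rate constant from kinetic fluorescence after stimulation buffer; % is scaled to controls: 0 for no effect and ±100 for the full control effect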
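Kinetic fluorescence (2 min after stimulation buffer) measures Tl+ influx through KCNH2 3.1 expressed by viral transduction in U2OS cells; the rate constant is normalized against DMSO controls serving as positive and negative references.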
Starred values were filed as active, the others as inactive; ? = inconclusive; nt = not tested or not shown; [ ] = dose if it differs, or a comment. Unless noted, calls follow the shape of the dose curve; as a rule, active = well fitted curve in the direction sought with a large enough effect; inconclusive = small, poorly fitted or top-dose-only effect, or another doubt; inactive = no such curve, though single readings can be large; an effect the other way counts as inactive or inconclusive. An excerpt; the hit share may differ from the screen's.

SMILES	ELG1 DNA repair	RORgamma inh	MBNL1-CUG inh	Gal4-VP16 FLuc	Rab9 prom act	Menin-MLL TR inh	Mito fusion act	NPC1 prom act	PKM2 act	FLuc counter	KCNH2 3.1 inh
CCOc1ccc(C(F)(F)F)cc1NC(=O)c1ccc(OC)c([N+](=O)[O-])c1	-1%	-12%	-2%	-24%	0%	26%	-1%	-2%	1%	7%	-11
Cc1nn(-c2ccccc2)c2sc(C(=O)OCN3C(=O)c4ccccc4C3=O)cc12	-1%	-8%	8%	-1%	4%	9%	-3%	-11%	-10%	3%	nt
CCCCc1ccc(/C=C2\C(=O)ON=C2c2ccccc2)s1	10%	-5%	0%	-12%	0%	-12%	0%	-3%	2%	-17%	14
CC(NC(=O)c1c(Cl)cnn1C)C1CCCO1 (stereo unspecified)	5%	-9%	-10%	-12%	-3%	nt	-1%	-2%	-1%	1%	18
O=C(COc1ccccc1)NC1CCSC1=O (stereo unspecified)	-17%	?	-3%	12%	0%	-2%	-13%	-2%	-2%	-3%	6
CC(NC(=O)c1ccccc1NC(=O)c1ccco1)C(=O)O (stereo unspecified)	?	3%	-4%	12%	0.32µM*	0%	8%	0.56µM*	-1%	21µM*	8
Cc1c(Cl)cccc1NC(=O)CCCn1cnc([N+](=O)[O-])n1	-8%	19%	nt	19%	2%	9%	4%	0%	3%	3%	0
CCOC(=O)CC(=O)CSc1[nH]c(=O)cc(C)c1C#N	nt	2%	2%	-4%	nt	6%	-3%	nt	4%	4%	-12
COCc1nnc(NC(=O)c2ccco2)s1	0%	22%	-3%	26%	1%	0%	2%	5%	2%	0%	6
CSCC[C@H](NS(=O)(=O)c1ccc(C)cc1)C(=O)N1CCC(C(=O)N[C@H](C(=O)O)c2ccccc2)CC1	2%	-7%	4%	2%	9%	8%	-2%	0%	-1%	2%	-2
Cc1nnc2c(N(C)S(=O)(=O)c3ccccc3)nc3ccccc3n12	?	8%	4%	22%	24%	nt	1%	16%	nt	-17%	-21
O=C(CSc1nc2ccccc2n1S(=O)(=O)c1cccc([N+](=O)[O-])c1)NCCc1ccccc1	?	1%	?	-12%	-7%	1%	-2%	-2%	10%	2%	-23
CCOC(=O)C1CCN(c2c(NCCCN(CC)Cc3ccccc3)c(=O)c2=O)CC1	1%	-1%	2%	2%	-7%	-8%	2%	-2%	-1%	5%	-2
C=CCN1C(=O)OC2(CCCCC2)C1(C)O (stereo unspecified)	-4%	-11%	nt	-26%	-8%	-3%	-2%	0%	1%	-2%	20
COc1cc(OC)cc(-c2nc3ccccc3c(=O)n2OC(=O)c2ccc(Br)cc2)c1	-25%	10µM*	nt	11µM*	1%	7%	-1%	-9%	-4%	6%	5
O=C(NC1Cc2ccccc2C1)c1cc(COc2cccc(C(F)(F)F)c2)on1	-9%	13%	-3%	-14%	1%	10%	-20%	-2%	1%[0.46 µM]	5%	-16
COc1cc(CN2CCNC(=O)C2CC(=O)N(C)CCCN2CCOCC2)cc(OC)c1 (stereo unspecified)	7%	-8%	7%	4%	4%	0%	1%	-3%	1%	-1%	-16
CCOC(=O)c1c(C)[nH]c(C(=O)CN2C(=O)NC(C)(C)C2=O)c1C	24%	nt	nt	nt	-3%	nt	0%	-1%	nt	0%	9
COC(=O)c1sccc1NC(=O)Nc1cccc(C(C)=O)c1	4%	-3%	4%	?	1%	29%	5%	2%	-44%	7.6µM*	8
COc1ccc(C(=O)NCCn2ccc3ccccc32)cc1OC	18%	8%	-2%	-5%	3%	-2%	-4%	3%	-7%	-2%	4
CCOc1ccc(NC(=O)CC)cc1	-11%	-4%	0%	5%	-4%	9%	-1%	0%	-2%	-4%	nt
CC(=O)Nc1cccc(OCC(=O)/C=C2\N(C)c3ccccc3C2(C)C)c1	18µM*	7.1µM*	-1%	3.2µM*	-2%	?	6%	-1%	?	-19%	-12
O=C1C(c2ccc(F)cc2)N(CC2COc3ccccc3O2)C(=O)CN1C1CCCCC1 (stereo unspecified)	-18%	6%	-9%	-1%	0%	-2%	7%	0%	-9%	0%	0
COc1ccc2c(c1)sc(=N)n2CC(=O)Nc1cc(C)cc(C)c1	6%	-3%	-3%	1%	-9%	1%	1%	-5%	2%	4%	20
Cc1cc(=O)nc2c3ccccc3n(C(C)C(=O)NCCC(C)C)n12 (stereo unspecified)	-1%	-3%	-11%	4%	0%	nt	2%	0%	-3%	-1%	28
CCn1c2ccccc2c2cc(NC(=O)N3CCOCC3)ccc21	1%	43%	9%	11%	3.5µM*	?	0%	?	10%	3%[2.3 µM]	-28
COCCn1c(SC(C)C(=O)Nc2ccc3c(c2)OCCO3)nc2ccccc2c1=O (stereo unspecified)	-6%	12%	-10%	-15%	-7%	3%	4%	2%	1%	2%	-12
Cc1ccc2c(c1)N(Cc1ccncc1)C(=O)C(C)O2 (stereo unspecified)	7%	-24%	-5%	-2%	3%	7%	-5%	5%	0%	6%	0
CCCn1nnc(NC(=O)COc2ccc(Cl)cc2)n1	nt	38%	10%	9%	nt	0%	10%	nt	-3%	-1%	6
CC(=O)Nc1ccc(NC(=O)C(C)OC(=O)CNS(=O)(=O)/C=C/c2ccc(C)cc2)cc1 (stereo unspecified)	6%	nt	nt	nt	1%	nt	-8%	0%	nt	0%	9
CCOC(=O)c1c(NC(=O)Cn2nc([N+](=O)[O-])c(Br)c2C)sc2c1CCC(C)C2 (stereo unspecified)	10%	3%	-6%	?	-3%	10%	1%	-3%	-4%	-2%	-9
COC(=O)/C(=C\c1ccc([N+](=O)[O-])o1)NC(=O)c1ccccc1	?	?	?	-1%	2%	4%	6%	2%	-4%	3%	2
Cn1cc(C(=O)NCc2cccnc2)c(=O)c2cc(S(=O)(=O)N3CCCCCC3)ccc21	?	23%	-6%	2%	-3%	3%	3%	-1%	-3%	0%	nt
CCc1nnc(NC(=O)c2ccc(S(=O)(=O)N3CCCC3)cc2)s1	-1%	-16%	1%	4%	0%	12%	0%	0%	nt	-1%	13
COc1ccc(-c2nnnn2C(C)C)cc1	13%	27%	-17%	-7%	-9%	nt	-1%	28%	6%	-11%	-2
CC(CCc1ccccc1)NC(=O)COC(=O)CC1CC2CCC1C2 (stereo unspecified)	20%	-13%	-4%	3%	1%	-11%	0%	0%	4%	0%	18
Cn1c(SCC(=O)NCC2CCCO2)nnc1-c1cccc(NC(=O)c2ccccc2F)c1 (stereo unspecified)	9%	-5%	-9%	-9%	-2%	?	-3%	-1%	9%	3%	2
O=C(CCN1C(=O)c2cccc3cccc(c23)C1=O)NCc1cccnc1	-6%	-11%	?	8%	1%	6%	-4%	-1%	0%	-2%	-6
CCCN1C(=O)c2ccccc2NC1c1ccc(C)cc1 (stereo unspecified)	13%	-2%	3%	10%	-5%	-10%	0%	-7%	-1%	5%	-10
CCOc1ccc(/C=C/C(=O)Nc2ccc3[nH]c(=O)[nH]c3c2)cc1	12%	29%	-7%	-7%	8%	-20%	-8%	-2%	11%	-10%	10
CCOC(=O)N1CCC(N(CCN(C)C)C(=S)Nc2ccc(OCC)cc2)CC1	-10%	-32%	0%	12%	0%	-8%	5%	-3%	-4%	3%	nt
OCCN1CCN(c2nc(N3CCCCC3)nc(N3CCCCC3)n2)CC1	?	-9%	-10%	-2%	-2%	?	-7%	-4%	1%	2%	5
C=C(C)COc1cc2oc(=O)c(CC(=O)N3C[C@H]4C[C@@H](C3)c3cccc(=O)n3C4)c(C)c2cc1Cl	-6%	35%	15%	-10%	-1%	-4%	-2%	-1%	-1%	-1%	-13
O=C(COC(=O)/C=C/c1cccc(C(F)(F)F)c1)NC1CCS(=O)(=O)C1 (stereo unspecified)	1%	nt	nt	nt	3%	nt	-3%	0%	nt	nt	-5
COCCn1c(=O)[nH]c2cc(C(=O)N3CCN(c4cccc(C(F)(F)F)c4)CC3)ccc2c1=O	?	?	2%	?	-6%	-9%	-2%	-7%	nt	2%	-14
COc1cc(CNC2CCCCCCC2)cc(Cl)c1OC	-20%	-5%	-10%	-8%	-4%	?	-9%	-2%	-7%	0%	4
Nc1cc(=O)[nH]c(SCC(=O)Nc2cc(Cl)cc(Cl)c2)n1	3%	12%	-5%	5%	6%	3%	0%	1%	0%	-1%	13
